# High-throughput results from PubChem BioAssay.
# Growth percent in the NCI-60 one-dose screen (48 h, 10 µM unless noted): 100 = growth as untreated, 0 = no growth, -100 = all killed.
# HT29: HT29 colon cancer | 81,000 tested, 7.4% active | AID 1794748
# SNB-75: SNB-75 CNS cancer | AID 1794750 | 79,000 tested, 5% active
# COLO 205: COLO 205 colon cancer. AID 1794742. 79,000 tested, 7.3% active
# HCC-2998: HCC-2998 colon cancer; 79,000 tested, 4.7% active; AID 1794799
# SNB-19: SNB-19 CNS cancer cells; 81,000 tested, 2.5% active
# KM12: KM12 colon cancer cells; 82,000 tested, 5% active; AID 1794800
# HCT-15: HCT-15 colon cancer. 82,000 tested, 5.2% active
# HCT-116: HCT-116 colon cancer; 82,000 tested, 7.3% active; AID 1794798
# SW-620: SW-620 colon cancer | 82,000 tested, 5.2% active
# * hit, by the source's call; . = no result given; & = joins results of further samples; [ ] = remark or other dose. How the source made its calls: active means growth percent below 10; inactive means the rest.
# The line under a structure holds: SNB-75	SNB-19	HCT-116	COLO 205	HCT-15	HCC-2998	HT29	SW-620	KM12
CC(COc1ccccc1)OC=O (centres undefined)
  110.9	98.2	96.3	103.5	107.8	105.0	91.3	101.8	99.1
c1ccc(-c2cnc(-c3ccccc3)o2)cc1
  89.0&94.8	114.5&106.4	103.1&115.0	118.3&100.6	99.6&100.1	100.4&106.4	108.4&99.8	104.9&103.4	105.5&96.5
CNc1ccn(C2CCCO2)c(=O)n1 (centres undefined)
  94.5	102.6	100.0	128.4	100.9	92.1	104.6	106.7	111.3
COc1ccc(-c2cc(NC(=O)Nc3nc4c(C)cccc4s3)no2)cc1
  70.3	100.8	104.8	112.9	100.9	109.6	99.6	104.5	100.5
COc1cc(-c2cccc(C(=O)/C=C/c3c(Cl)nc4sc(C)nn34)n2)cc(OC)c1OC
  71.7	107.5	66.0	112.8	54.9	.	95.0	100.8	77.9
COc1ccc([I+]c2ccccc2)cc1
  83.7	87.1	23.8	.	89.9	61.7	20.7	41.4	43.4
CCCCCCNC(=O)N1C(=O)CCC1C(=O)NCc1ccc(Cl)cc1Cl (centres undefined)
  95.9	97.0	104.7	111.6	98.7	107.6	100.7	108.0	100.4
O=C1c2ccccc2C(=O)c2c(Nc3ccc(CCO)cc3)ccc(O)c21
  64.3	84.8	68.6	49.1	61.7	66.8	57.4	65.8	76.2
CO[C@@H]1C=C2[C@H]3CC(C)(C)C(=O)C[C@]3(C(=O)O[C@@H]3O[C@H](CO[C@@H]4O[C@H](CO)[C@@H](OC5OC(C)C(O)C(O)C5O)[C@H](O)[C@H]4O)[C@@H](O)[C@H](O)[C@H]3O)CC[C@@]2(C)[C@]2(C)CC[C@H]3C(C)(C)C(=O)CC[C@]3(C)[C@@H]12 (some centres undefined)
  39.5	93.7	79.8	104.6	83.0	91.1	65.5	89.7	87.4
COC(=O)C1=C(C(=O)OC)[C@@H]2CCC[C@H]1[C@H]1[C@@H]2N=NN1c1ccccc1
  84.7	106.7	100.8	108.5	94.6	100.0	89.8	99.9	93.8
Cn1cc(/C=C(\SS/C(=C/c2cn(C)c3cccc(C(=O)O)c23)C(=O)O)C(=O)O)c2c(C(=O)O)cccc21
  91.9	96.5	91.2	113.6	101.2	101.0	99.6	99.6	107.2
Cc1ccc(NCC(=O)O)cc1
  80.9	104.3	92.8	126.6	98.4	109.9	98.6	97.3	96.3
COCC(N)=O
  102.2	107.0	99.0	111.1	100.0	109.5	102.5	99.7	98.9
CC(=O)N1N=C(c2nc3ccccc3[nH]2)CC1c1cc(-c2cc3ccccc3o2)n(-c2ccccc2)n1 (centres undefined)
  102.6	95.2	101.0	115.8	98.6	110.4	99.4	.	100.5
CCOC(=O)c1ccc(N=Cc2cnc(N)nc2N)cc1
  81.6	94.0	96.4	.	92.6	93.2	103.4	97.5	94.4
O=[N+]([O-])c1ccc(NCc2ccccc2)nc1
  82.4	98.5	103.1	111.3	128.7	103.8	110.2	86.8	102.2
CCc1c(C(=O)NCc2ccc(OC)cc2)[nH]c(C)c1C(C)=O
  .	101.1	100.3	109.9	97.6	90.3	100.2	115.4	111.9
C=CCn1c(SCC(=O)c2ccccc2)nnc1-c1ccc(Cl)cc1
  89.4	89.8	84.7	105.8	100.0	107.2	103.2	101.5	105.0
O=C1OC(c2ccc(-c3ccccc3)cc2)=C/C1=C/c1cccs1
  95.7	130.9	93.3	.	98.1	111.5	124.6	104.8	88.1
Nc1ccc(C(=O)Nc2ccc3cc(S(=O)(=O)O)ccc3c2)cc1
  96.2	103.8	107.8	92.5	102.7	111.3	108.0	104.2	102.9
N#Cc1ccccc1NC(=O)Nc1ccc(Cl)cc1Cl
  67.7[100 µM]	87.6[100 µM]	90.9[100 µM]	117.7[100 µM]	91.9[100 µM]	109.6[100 µM]	106.5[100 µM]	94.4[100 µM]	93.4[100 µM]
COc1cc(/C=C/C(=O)N2c3ccccc3CC2C)c(OC)c2c1OCO2 (centres undefined)
  97.2	96.2	97.2	124.6	69.8	100.3	83.8	93.8	93.8
CC(=O)Nc1ccc(NC(C)=O)c2c1C(=O)c1ccccc1C2=O
  85.9	111.2	79.3	87.6	86.1	105.4	99.7	91.0	94.5
O=C1/C(=C/c2cc(Br)cc(Br)c2)Cc2c(F)cc(Br)cc21
  111.9	101.7	104.3	131.5	107.2	110.6	110.4	115.7	100.8
CC1=NC(=S)NC(c2ccccc2)/C1=C1/CC(c2ccc(Cl)cc2)ON1 (centres undefined)
  115.8	101.5	104.0	134.8	103.5	114.8	107.5	105.7	103.9
COc1ccc(C(CC(CCNS(=O)(=O)c2ccc(C)cc2)OC)c2ccc3ccccc3c2)cc1 (centres undefined)
  107.7	86.1	72.6	106.2	87.1	100.3	82.4	111.6	98.7
CC(COc1ccc(C(C)(C)C)cc1)OC(=O)Cc1ccccc1 (centres undefined)
  90.5	104.0	83.4	108.5	111.0	114.0	90.5	106.8	100.6
CCCCCN(CCCCC)C(C)=O
  94.0	96.8	108.1	114.0	102.8	103.5	100.2	125.3	103.1
O=C(O)c1cn(C2CC2)c2cc(N3CCN(Cn4nc(-c5cccnc5)n(-c5ccccc5)c4=S)CC3)c(F)cc2c1=O
  94.5	103.6	90.3	.	97.2	97.4	106.6	101.6	104.8
COc1cc(/C=c2\sc(=C(C#N)C#N)[nH]c2=O)cc(OC)c1OC
  96.3	103.3	103.1	.	103.6	116.1	100.1	107.4	116.8
O=C/C=C/c1ccc([N+](=O)[O-])cc1Cl
  101.0	105.1	2.9*	107.5	98.0	111.4	97.4	90.0	95.6
COc1ccc(NC(=O)c2sc3nc4c(cc3c2N)C(O)CCC4)cc1 (centres undefined)
  110.1	97.1	104.5	110.2	95.5	112.9	97.8	95.8	98.0
CCCCc1nc(Cl)c(C2CC(c3ccc(C(F)(F)F)cc3)=NN2C=O)[nH]1 (centres undefined)
  77.9	96.8	96.6	103.3	101.1	107.1	96.5	100.7	96.7
O=C(Nc1ccccc1)C1CN(Cc2cccnc2)CCS1 (centres undefined)
  86.2	91.3	101.8	109.2	98.7	101.2	97.1	90.4	91.8
CCOC(=O)C(=O)Nc1ccc2c(ccn2C(=O)c2cccc(F)c2)c1
  74.3	91.6	101.9	108.4	95.8	103.0	101.2	98.7	98.2
C/C=C(C)/C=N/Nc1nc(-c2ccccc2)cs1
  87.1	98.3	98.3	107.3	106.5	111.1	115.3	97.6	102.9
O=c1[nH]c2ccccc2cc1-c1nnc(COc2ccc3ccccc3c2)o1
  80.7	99.6	98.7	105.2	99.5	99.2	110.2	110.9	102.6
CC(CNC1CCCC1)OC(=O)c1ccccc1 (centres undefined)
  .	97.3	96.6	117.2	95.5	104.6	97.5	100.1	109.8
Clc1ccc2c([C@H]3CC[C@H](c4c[nH]c5cc(Cl)ccc45)c4[nH]c5cc(Cl)ccc5c43)c[nH]c2c1
  99.8	108.2	70.3	110.6	99.1	99.9	95.4	106.6	102.2
O=C(Cn1nnc2ccccc21)N/N=C/c1ccc(O)c(O)c1
  78.8	91.4	94.2	109.9	105.1	102.7	101.7	91.0	87.8
Cc1cc(NCc2cn(-c3ccc(C(=O)O)cc3)nc2-c2ccc(C(=O)O)cc2)ccc1F
  80.4	94.9	90.8	103.0	103.3	106.7	98.9	95.4	101.8
CC(Oc1ccc(C(=O)NS(=O)(=O)C(C)(C)C)cc1C(F)(F)F)c1ccc(Oc2ccccc2)cn1 (centres undefined)
  48.1	63.8	60.1	77.1	41.5	86.9	59.5	58.4	52.7
CCCNc1ncc2c(=O)[nH][nH]c(=O)c2n1
  90.1	102.7	103.1	115.3	102.7	92.4	113.5	106.3	105.4
CCCCCN(C(=O)CCC)c1ccccc1
  94.0	102.2	99.6	114.5	109.5	112.7	100.2	101.4	104.8
N#Cc1ccc(C(=O)Cn2cc(CO)nn2)cc1
  .	99.2	93.2	118.4	111.4	98.3	116.2	101.5	99.7
CC(C)C[C@H]1N[C@@]2(C(=O)Nc3ccccc32)[C@@H](c2ccc(F)cc2)[C@@H]1C(=O)c1ccc(O)cc1
  91.8	92.7	82.2	108.9	84.9	100.3	91.4	98.0	88.1
Oc1ccccc1/C=N/N=C/c1c(O)ccc2ccccc12
  94.2	99.4	83.0	104.0	70.1	91.2	100.5	95.0	76.4
C/C(=C(/C)c1ccc(O)cc1)c1ccc(O)cc1
  92.5	.	96.5	122.9	96.0	94.6	105.9	87.4	108.0
COc1cc(NC(=O)c2cc3ccccc3nc2Nc2cc(OC)c(OC)c(OC)c2)cc(OC)c1OC
  64.5	89.0	44.0	95.0	67.2	109.7	99.6	88.7	53.4
COc1ccc(S(=O)(=O)O)cc1NS(=O)(=O)c1ccc(C)cc1
  92.4	105.3	107.1	101.7	100.7	101.3	106.6	96.4	94.6
CCOC(=O)CC[C@H](NC(=O)c1ccc(NC(=O)Cn2c(C)nc3c(c(C)nn3-c3ccccc3)c2=O)cc1)C(=O)OCC
  82.6	95.2	96.4	110.9	97.5	98.2	99.1	.	104.6
CC(=O)OCC1OC(OC(C)=O)C(NC(=O)N(CCCl)N=O)C(OC(C)=O)C1OC(C)=O (centres undefined)
  84.0	64.1	94.5	119.8	99.7	.	89.3	75.2	90.4
CC/C=C\C/C=C\C/C=C\CCCCCCCCOc1ccc(CCOP(=O)(O)OCC[N+](C)(C)C)cc1
  102.9	96.7	105.1	112.8	102.5	111.7	102.2	101.9	103.1
CCCCCCC(CO)CCCC (centres undefined)
  99.0	109.4	92.6	106.8	87.6	104.0	95.9	105.2	104.6
CC(O)CNCC(C)(C)N (centres undefined)
  86.7	102.6	92.1	112.0	109.6	95.9	97.1	103.9	107.8
CCC(OC(C)=O)c1ccc2c(c1)OCO2 (centres undefined)
  108.3	102.2	87.6	104.3	96.5	103.3	101.5	105.1	107.3
COc1ccc2c(c1)C(C)Cc1c(NCc3ccccc3)ncnc1N2C (centres undefined)
  98.9	89.0	65.9	119.8	60.4	95.2	67.9	81.5	68.3
CCN(CC)CCOCC1CC2C(C=C1C)C2(C)C (centres undefined)
  98.5	106.0	104.5	104.8	98.1	110.1	106.3	97.3	106.0
Cc1cc(=O)n(C(=O)Nc2ccc(Br)cc2)c2cc(O)ccc12
  89.4	110.7	102.7	110.1	104.8	99.9	108.2	98.5	105.4
COc1ccc2oc(=O)cc(-c3sc(N4CCCCC4)nc3-c3ccccc3)c2c1
  89.9	108.7	103.7	108.4	103.5	98.4	97.6	101.1	94.9

# Next part
# The line under a structure holds: SNB-75	SNB-19	HCT-116	COLO 205	HCT-15	HCC-2998	HT29	SW-620	KM12
COc1ccc(C2=NOC(c3cnccn3)C2)cc1OC (centres undefined)
  108.9	104.7	82.3	.	104.7	102.8	79.3	105.6	103.5
Cc1c(Br)cc([N+](=O)[O-])c(C)c1[N+](=O)[O-]
  76.9	107.9	98.8	116.5	99.5	101.2	101.9	119.5	107.0
CN(C)CCOC(=O)Nc1cccc(Cl)c1
  96.7&98.8	101.6&109.6	96.3&100.4	111.2&108.6	97.9&109.1	104.3&109.2	93.6&104.9	104.5&111.4	106.2&113.5
CCOC(=O)c1nn(-c2ccccc2)c2nc3nccc(-c4cc5c(ccc6ccccc65)oc4=O)c3c(=O)n12
  92.4	92.0	76.0	.	81.0	98.4	89.1	95.2	88.9
CCCC(C)C1CCC(OC(C)=O)CC1 (centres undefined)
  86.0	96.7	102.1	122.3	109.3	97.8	92.7	97.7	103.9
COc1ccc2cc(C(C)c3nnc(N)s3)ccc2c1 (centres undefined)
  100.6	104.2	96.3	111.0	99.6	.	93.7	98.2	110.8
COc1cc(-c2csc(NC(=O)c3cc(C(F)(F)F)cc(C(F)(F)F)c3)n2)cc(OC)c1OC
  52.5	29.9	14.4	37.7	15.6	31.0	21.3	44.0	22.1
COc1cc2c(c(OC)c1OC)-c1ccc(SC)c(=O)cc1[C@@H](NC1OC(CO)C(O)C(O)C1O)CC2 (some centres undefined)
  24.9	71.5	9.9*	-61.5*	14.8	-4.3*	0.7*	18.8	-3.9*
CCC1=C[C@@H]2C[C@]3(C(=O)OC)c4[nH]c5ccccc5c4CC[N@+](CC(=O)Nc4cc5c(cc4OC)N(C)[C@H]4[C@@](O)(C(=O)OC)[C@H](OC(C)=O)[C@]6(CC)C=CCN7CC[C@]54[C@@H]76)(C2)[C@H]13
  98.8	109.8	102.3	103.8	108.5	110.0	108.6	100.1	103.6
CCCCOc1ccc(N)cc1C(=O)OCCCN(CC)CC
  89.3	104.6	96.0	111.1	101.3	105.0	84.4	95.5	99.4
COc1cc(/C=C2\SC(=S)N(NC(=O)Cc3ccccc3Nc3c(Cl)cccc3Cl)C2=O)cc(OC)c1
  89.8	100.0	90.3	113.8	100.8	103.2	96.4	103.0	99.6
CSc1cccc(NC(=O)N2CCN(C)CC2)c1
  81.7	106.3	102.1	135.1	103.2	106.0	103.6	118.0	110.6

# Record cards, from the list above:
# Results for COc1cc(-c2csc(NC(=O)c3cc(C(F)(F)F)cc(C(F)(F)F)c3)n2)cc(OC)c1OC : SNB-75 = 52.5; SNB-19 = 29.9; HCT-116 = 14.4; COLO 205 = 37.7; HCT-15 = 15.6; HCC-2998 = 31.0; HT29 = 21.3; SW-620 = 44.0; KM12 = 22.1
# Results for CCCCOc1ccc(N)cc1C(=O)OCCCN(CC)CC : SNB-75 = 89.3; SNB-19 = 104.6; HCT-116 = 96.0; COLO 205 = 111.1; HCT-15 = 101.3; HCC-2998 = 105.0; HT29 = 84.4; SW-620 = 95.5; KM12 = 99.4

# Shown tab-delimited: entries from further up.
Compound	SNB-75	SNB-19	HCT-116	COLO 205	HCT-15	HCC-2998	HT29	SW-620	KM12
COc1cc(-c2csc(NC(=O)c3cc(C(F)(F)F)cc(C(F)(F)F)c3)n2)cc(OC)c1OC	52.5	29.9	14.4	37.7	15.6	31.0	21.3	44.0	22.1
COc1cc2c(c(OC)c1OC)-c1ccc(SC)c(=O)cc1[C@@H](NC1OC(CO)C(O)C(O)C1O)CC2 (some centres undefined)	24.9	71.5	9.9*	-61.5*	14.8	-4.3*	0.7*	18.8	-3.9*
